Screening results deposited in PubChem BioAssay by National Center for Advancing Translational Sciences (NCATS).
POLH inh = DNA polymerase eta (human) inhibition; Q9Y253; recombinant Pol eta, fluorescent DNA replication assay; Potency, µM (series often up to 114 µM), for the others: at the highest dose activity change, negative = inhibition, most hits filed as inhibitors; hit rate 1.2% among 390,000; AID 588591; active = well fitted inhibition curve with a large enough effect; inconclusive = small, poorly fitted or top-dose-only effect, or another doubt; inactive = no such curve, though single readings can be large or run the other way
Target sequence (Q9Y253 whole entry, looked up): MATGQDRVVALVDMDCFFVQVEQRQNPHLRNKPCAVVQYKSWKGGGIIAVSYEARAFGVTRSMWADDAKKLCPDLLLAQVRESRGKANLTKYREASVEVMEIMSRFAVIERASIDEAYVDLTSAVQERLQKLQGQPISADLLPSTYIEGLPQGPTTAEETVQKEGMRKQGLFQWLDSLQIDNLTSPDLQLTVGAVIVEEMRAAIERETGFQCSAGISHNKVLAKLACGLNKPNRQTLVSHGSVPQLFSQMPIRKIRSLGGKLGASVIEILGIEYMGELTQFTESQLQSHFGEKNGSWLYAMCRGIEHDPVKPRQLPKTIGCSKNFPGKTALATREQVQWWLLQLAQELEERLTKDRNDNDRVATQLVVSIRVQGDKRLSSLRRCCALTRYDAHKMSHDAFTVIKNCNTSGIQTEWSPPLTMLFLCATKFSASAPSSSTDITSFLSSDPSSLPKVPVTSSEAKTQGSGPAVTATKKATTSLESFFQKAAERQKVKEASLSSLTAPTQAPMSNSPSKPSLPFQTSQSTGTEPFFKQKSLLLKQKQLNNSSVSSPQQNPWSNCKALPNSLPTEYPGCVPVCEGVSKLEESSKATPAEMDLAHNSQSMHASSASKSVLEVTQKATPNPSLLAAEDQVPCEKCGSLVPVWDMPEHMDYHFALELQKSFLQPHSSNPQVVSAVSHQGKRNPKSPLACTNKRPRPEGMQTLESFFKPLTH
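Pol eta at 10 nM preincubated with compounds 15 min at room temperature; reaction started with fluorescent substrate (50 nM final) and read kinetically at 0 and 10 min.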
Active calls of the source: *; ? = inconclusive. % is scaled to controls: 0 for no effect and ±100 for the full control effect; potency is read from the fitted curve at half-maximal effect. This is a subset; rates above refer to the full screens.

SMILES	POLH inh
COc1ccccc1-c1nnc(NC(=O)CCS(=O)(=O)c2ccc(F)cc2)o1	-10%
C[C@H](NC(=O)c1ncn2c1C(=O)N[C@@H](C)C2)c1ccccc1	-4%
Cc1cccc(C(O)c2cnc(C)n2Cc2ccccc2)c1 (stereo not drawn)	-3%
CC1C(=O)N(Cc2cn(CCC3OCCO3)nn2)CCS(=O)(=O)N1Cc1ccc(-c2cccc(N(C)C)c2)cc1 (stereo not drawn)	-2%
C[C@@H]1CN([C@H](C)CO)C(=O)CCCn2nncc2CO[C@H]1CN(C)C(=O)C1CCCCC1	-14%
CCOc1ccc(NC(=O)CN(C)C(=O)CCc2nc3ccccc3c(=O)[nH]2)cc1OCC	-5%
CCOC(=O)CC(S(=O)(=O)c1ccccc1)S(=O)(=O)c1ccccc1	-9%
C/C=C/c1ccc2c(c1)O[C@@H](CN(C)C(=O)c1ccc(F)cc1)[C@@H](C)CN([C@H](C)CO)S2(=O)=O	-28%
O=C(CNC(=O)N1CC(=O)Nc2ccccc21)Nc1ccc(Cl)cc1Cl	-6%
Cc1noc(C)c1S(=O)(=O)N(C)C[C@H]1OCc2cnnn2CCCC(=O)N([C@@H](C)CO)C[C@H]1C	8%
O=C1c2ccccc2CCC12OC2c1ccc([N+](=O)[O-])cc1 (stereo not drawn)	-5%
COc1ccc([C@H]2C[C@H](O)[C@@H](n3cc(C4CC4)nn3)CN2C(=O)c2cccs2)cc1	-18%
CCCCN(C(=O)COc1ccc(F)cc1)c1c(N)n(CC(C)C)c(=O)[nH]c1=O	-13%
c1ccc(-c2nn3c(-c4ccccc4)nnc3o2)cc1	1%
COc1cc(NC(=O)CCc2c(C)noc2C)c(C(=O)O)cc1OC	-4%
COc1ccccc1CCNC(=O)CSCC(=O)Nc1ccccc1F	-4%
O=C(C[C@H]1C[C@@H]2c3cc(NS(=O)(=O)c4ccccc4)ccc3O[C@@H]2[C@H](CO)O1)NC1CCCC1	-24%
CCN(CC(=O)Nc1ccc(OC)cc1)CC(=O)Nc1cccc(S(=O)(=O)N2CCOCC2)c1	-17%
CCN(CC(=O)Nc1ccc(OC)cc1)C(=O)C1CC(=O)N(Cc2ccccc2)C1 (stereo not drawn)	-2%
C[C@H]1CN([C@@H](C)CO)C(=O)c2cc(C#CC3(O)CCCC3)cnc2O[C@H]1CN(C)C(=O)C1CC1	3%
O=C(Nc1ccccc1F)c1nc[nH]c1C(=O)NCc1ccccc1	-9%
CC(Sc1nc2ncc(Cl)cc2[nH]1)C(=O)Nc1ccccc1[N+](=O)[O-] (stereo not drawn)	9%
O=C(NN=Cc1ccc2c(c1)CCC2)c1ccccc1[N+](=O)[O-]	-25%
COC(=O)c1ccccc1S(=O)(=O)N1CCC(C(=O)NCc2ccccn2)CC1	1%
CN(C(=O)COC(=O)c1cccs1)c1ccccc1	-13%

The list goes on, overlapping the part above by five compounds.
SMILES	POLH inh
O=C(Nc1ccccc1F)c1nc[nH]c1C(=O)NCc1ccccc1	-9%
CC(Sc1nc2ncc(Cl)cc2[nH]1)C(=O)Nc1ccccc1[N+](=O)[O-] (stereo not drawn)	9%
O=C(NN=Cc1ccc2c(c1)CCC2)c1ccccc1[N+](=O)[O-]	-25%
COC(=O)c1ccccc1S(=O)(=O)N1CCC(C(=O)NCc2ccccn2)CC1	1%
CN(C(=O)COC(=O)c1cccs1)c1ccccc1	-13%
CSc1cccc(NC(=O)C2CC(=O)N(c3ccc4c(c3)OCCO4)C2)c1 (stereo not drawn)	2%
CN(Cc1ccccc1)C(CNS(=O)(=O)c1ccccc1)c1ccccc1 (stereo not drawn)	-24%
C[C@H](O)[C@@H]1C(=O)N2CCc3c([nH]c4ccccc34)[C@@H]2C[C@@H]1N(C)C(=O)Nc1cc(Cl)cc(Cl)c1	-22%
CN(CCCn1ccc(N)nc1=O)Cc1ccco1	-17%
O=C(CS(=O)(=O)c1ccc(Cl)cc1)N1CCN(c2ccccc2)CC1	-15%
CC(=O)Nc1ccc(S(=O)(=O)NCCc2ccc3c(c2)OCCO3)cc1	-17%
COC(=O)C[C@@H]1C[C@@H]2c3cc(NC(=O)Cc4ccncc4)ccc3O[C@@H]2[C@@H](CO)O1	-8%
Cc1ccc([C@H]2C[C@H](O)[C@@H](n3cc(C4CC4)nn3)CN2C(=O)C2CCCCC2)cc1	-21%
O=C(NCc1ccco1)c1cccc2c1C(=O)c1ccc(N3CCC(N4CCCCC4)CC3)cc1S2(=O)=O	-8%
O=C(O)c1ccc(COc2ccc([N+](=O)[O-])cc2Cl)cc1	-17%
C[C@@H]1CN([C@H](C)CO)C(=O)CCCn2cc(nn2)CO[C@H]1CN(C)C(=O)c1cc(-c2ccccc2)on1	-5%
CC1CCCCC12NC(=O)N(CC(=O)Nc1cccnc1)C2=O (stereo not drawn)	-20%
C[C@H](CO)N1C[C@H](C)[C@H](CN(C)S(=O)(=O)c2cccc(C#N)c2)OCc2cnnn2CCCC1=O	-5%
C[C@H]1CN([C@@H](C)CO)C(=O)CCCn2cc(nn2)CO[C@@H]1CN(C)C(=O)CCC(F)(F)F	-3%
C[C@H](CO)N1C[C@H](C)[C@H](CN(C)S(=O)(=O)c2ccccc2)OCc2cnnn2CCCC1=O	-20%
C[C@H](NC(=O)c1ncn2c1C(=O)N[C@@H](C)C2)C(=O)OC(C)(C)C	-8%
CC(OC(=O)C1=COCCO1)C(=O)NC1CCCC(C)C1C (stereo not drawn)	-12%
COc1ccc2c(c1)Cc1cc(NC(=O)c3ccccc3-c3ccccc3C(=O)O)ccc1-2	5%
CC1CCN(S(=O)(=O)c2ccc3c(c2)C(Cl)(Cl)C(=O)N3)CC1	32µM*
O=C(Nc1ccccn1)C1CCN(C(=O)c2ccc(Cl)cc2)CC1	-5%
C/C(=N\NC(=O)c1nnn(-c2nonc2N)c1CSc1ccc(C)cc1)c1cccnc1	0%
Cc1ccc(NC2CCCN(C(=O)c3nonc3C)C2)cc1C (stereo not drawn)	0%
COc1cccc(C=Cc2nccc3ccccc23)c1OC	-14%
C[C@@H]1CN([C@@H](C)CO)C(=O)CCCn2nncc2CO[C@H]1CN(C)C(=O)c1ccc2ccn(C)c2c1	-16%
CN(CC(=O)Nc1cccc(Cl)c1)S(=O)(=O)/C=C/c1ccccc1	-21%

(more compounds)
SMILES	POLH inh
Cc1ccccc1OCC(=O)OCC(=O)NC12CC3CC(CC(C3)C1)C2	-10%
CC(C)CC1C(=O)N(Cc2cn(Cc3ccco3)nn2)CCS(=O)(=O)N1Cc1ccc(-c2ccc(F)cc2)cc1 (stereo not drawn)	-5%
O=C1c2ccccc2C(=O)N1CCC#C/C=C1\c2ccccc2C(=O)N1c1ccccc1	-17%
Cc1ccc(S(=O)(=O)N2CCC(C(=O)OCC(=O)N3C(C)CCCC3C)CC2)cc1C (stereo not drawn)	-6%
CC1=C(C(=O)N2CCOCC2)CC(CC(=O)NCc2cccc3ccccc23)C(=O)N1Cc1ccc(F)cc1 (stereo not drawn)	-6%
CCCCCC(=O)N1C[C@H](n2cc(COC(=O)c3ccccc3)nn2)[C@@H](O)C[C@@H]1c1ccccc1	-12%
O=S1(=O)C[C@@H](N2CCN(c3ccccn3)CC2)[C@H](COCc2ccccc2)N1	-3%
C[C@@H]1CCCCO[C@@H](CN(C)S(C)(=O)=O)[C@@H](C)CN([C@H](C)CO)C(=O)c2cc(N(C)C)ccc2O1	-17%
C[C@@H]1CCCCO[C@H](CN(C)S(=O)(=O)c2ccccc2)[C@@H](C)CN([C@H](C)CO)C(=O)c2cc(NC(=O)Cc3ccccc3)ccc2O1	-16%
COc1ccc(-c2cncnc2N)cc1OC	-19%
CN[C@H](C)C(=O)NC[C@H]1O[C@@H](n2cc(C)c(=O)[nH]c2=O)C[C@@H]1O	-9%
CS(=O)(=O)N(CC(=O)N1CCCC1)c1cccc(C(F)(F)F)c1	-17%
CCOc1ccc(-c2nnc(NC(=O)COc3ccccc3F)o2)cc1	-6%
CC(C)NC(=O)c1ccc(CONC(=O)OCc2ccccc2)cc1	3%
O=C(Nc1ccc(Cl)cc1)c1nc[nH]c1C(=O)Nc1ccccc1F	-3%
CCOC(=O)C1(c2ccccc2)CCCNC1=O (stereo not drawn)	-21%
O[C@H]1CN(Cc2cccs2)[C@@H](c2ccc(Cl)cc2)C[C@@H]1n1cc(C2CC2)nn1	-6%
O=C(NCCCN1CCCC1=O)C(=O)NCC1OCCCN1S(=O)(=O)c1ccccc1 (stereo not drawn)	4%
CC(C)NC(=O)N(C)C[C@@H]1Oc2ncc(-c3cccc(C#N)c3)cc2C(=O)N([C@H](C)CO)C[C@@H]1C	-17%
Cc1ccc(Nc2cc(=O)n(C)c(=O)[nH]2)cc1C	-5%
CN1CCn2cnc(C(=O)Nc3ccc(Cl)cc3)c2C1=O	-6%
Cc1ccc(C(=O)Nc2ccc(NC(=O)c3ccccc3Cl)c(C)c2)cc1	-16%
COc1ccc(CCn2nnc3ccccc3c2=O)cc1OC	-20%
CN(CC(=O)Nc1ccc(Cl)cc1)CC(=O)Nc1sc2c(c1C(N)=O)CCC2	-14%
COc1c(Cl)cc(C(=O)Nc2cccnc2)cc1Cl	-8%

Continued:
SMILES	POLH inh
CCOC(=O)c1csc(CCNC(=O)c2ccccc2)n1	-13%
N#CCCC(C#N)(c1cccnc1)N1CCOCC1 (stereo not drawn)	-5%
CC1=C(C(=O)N2CCOCC2)CC(CC(=O)NCCN2CCOCC2)C(=O)N1Cc1ccc(F)cc1 (stereo not drawn)	-3%
COCCNC(=S)N(C)[C@H]1C[C@H]2c3cc(N4CCN(C)CC4)ccc3CCN2C(=O)[C@H]1[C@H](C)O	-16%
CN1CCn2cnc(C(=O)NCC(=O)OC(C)(C)C)c2C1=O	-3%
COc1ccc(C(=O)OCC(=O)N2c3ccccc3CC2C)cc1S(=O)(=O)N1CCOCC1 (stereo not drawn)	1%
O=C(O)C1c2ccccc2Cc2ccccc21	4%
Cc1ccc([N+](=O)[O-])c(NC(=O)COC(=O)CCNS(=O)(=O)c2cccs2)c1C	-18%
CC(C)(C)c1cc(CNC(=O)C2CCC(=O)N(Cc3ccccc3F)C2)[nH]n1 (stereo not drawn)	-10%
Cc1cc(C)c2c(=O)n3c(nc2c1)C(Cc1ccc(O)cc1)NC(=O)c1cccnc1-3 (stereo not drawn)	-13%
Cc1ccc(NC(=O)CSc2nnc3n2CCCCC3)cc1S(=O)(=O)N1CCOCC1	2%
Cc1[nH]c2ccccc2c1C(=O)C(=O)NCc1nnnn1-c1ccc(F)cc1	-1%
COc1ccc(CSC2=C(C#N)C(=O)NC3(CCCCC3)S2)cc1	-15%
NC(=S)NN=Cc1c[nH]c2nccnc12	-18%
C=CC1=CCN(S(=O)(=O)C(C)(C)C)[C@H]1CCO	-23%
C[C@H](CO)N1C[C@H](C)[C@@H](CN(C)C(=O)c2ccc3c(c2)OCO3)Oc2cc(/C=C/c3ccccc3)ccc2S1(=O)=O	-10%
COc1ccc(NC(=O)C2CC(=O)N(c3ccc(C)cc3)C2)cc1S(=O)(=O)N1CCCCC1 (stereo not drawn)	3%
COCCCNc1c2c(nc3ccccc13)CCC2	-6%
C[C@@H]1CN([C@@H](C)CO)C(=O)CCCn2nncc2CO[C@H]1CN(C)S(=O)(=O)c1ccc2ccccc2c1	-12%
CCN(CC)CCN(Cc1cc2cc3c(cc2[nH]c1=O)OCCO3)C(=S)NCCOC	-2%
C(=Cc1cnc2ccccc2n1)c1ccc2c(c1)OCO2	0%
Cc1ccc(CC#N)c(-c2c(CC#N)ccc(C)c2C)c1C	-15%
C[C@@H]1CN([C@@H](C)CO)C(=O)CCCn2nncc2CO[C@H]1CN(C)Cc1ccc2c(c1)OCCO2	-4%
O=C(OCc1cn([C@@H]2CN(Cc3cccs3)[C@@H](c3ccc(Cl)cc3)C[C@H]2O)nn1)c1ccccc1	-22%
O=C(c1ccc2c(c1)OCO2)c1ccc[nH]1	-8%

Reprinted at random: two compounds from above
SMILES	POLH inh
O=C(Nc1ccc(Cl)cc1)c1nc[nH]c1C(=O)Nc1ccccc1F	-3%
CN(CC(=O)Nc1ccc(Cl)cc1)CC(=O)Nc1sc2c(c1C(N)=O)CCC2	-14%

Next structures
SMILES	POLH inh
COc1cc(C=NC2CCCCC2)ccc1O	-16%
COc1ccc([C@H]2C[C@@H](n3cc(C4CC4)nn3)[C@H](O)CN2C(=O)C2CCCCC2)cc1	-7%
Cc1ccc(/C=C/C(=O)OCC(=O)N(C)c2c(N)n(Cc3ccccc3)c(=O)[nH]c2=O)o1	?
C[C@H]1CN([C@@H](C)CO)C(=O)CCCn2nncc2CO[C@H]1CN(C)S(=O)(=O)c1ccccc1F	-14%
O=C(COC(=O)/C=C/c1ccccc1Cl)NC1CC1	-16%
CN(CC(=O)Nc1ccc(F)cc1)C(=O)c1ccc(-c2ccc(F)cc2)o1	-1%
OCC[C@@H]1C[C@H](O)[C@@H](O)[C@@]2(OCc3cc(Cl)ccc32)O1	0%
CNCc1cc(C)n(-c2cc(S(=O)(=O)N3CCOCC3)ccc2N2CCCC2)c1C	1%
C[C@H](O)C#Cc1ccc2c(c1)O[C@@H](CN(C)Cc1ccc(-c3ccccc3)cc1)[C@H](C)CN([C@@H](C)CO)S2(=O)=O	-16%
Cc1cc(C)c2c(=O)n3c(nc2c1)C(Cc1ccc(O)cc1)NC(=O)c1cc2ccccc2cc1-3 (stereo not drawn)	-8%
CCOC(=O)c1c(C)[nH]c(C(=O)OC(C)C(=O)Nc2ccc(C)cc2)c1C (stereo not drawn)	-12%

3 compounds from above, sorted by SMILES length, highest first.
SMILES	POLH inh
C[C@H](O)C#Cc1ccc2c(c1)O[C@@H](CN(C)Cc1ccc(-c3ccccc3)cc1)[C@H](C)CN([C@@H](C)CO)S2(=O)=O	-16%
COc1ccc([C@H]2C[C@@H](n3cc(C4CC4)nn3)[C@H](O)CN2C(=O)C2CCCCC2)cc1	-7%
Cc1cc(C)c2c(=O)n3c(nc2c1)C(Cc1ccc(O)cc1)NC(=O)c1cc2ccccc2cc1-3 (stereo not drawn)	-8%
